Screens as filed in PubChem BioAssay.
KCNQ1 inh: inhibitors of human KCNQ1 channel, primary screen, cell-based, thallium flux, high-throughput; 310,000 compounds, 1.3% hits; B-score at 10 µM; CHO-K1 KCNQ1, FluxOR thallium flux fluorescence; active compounds read high; Potassium voltage-gated channel subfamily KQT member 1 (Homo sapiens), P51787; AID 2642, 2010;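 active = compounds whose thallium flux B-score, printed positive for inhibition, exceeds three library SD while starting fluorescence stays within three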;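 note: channel opened by potassium depolarization with thallium stimulus after 20 min compound exposure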
Dyrk1A ADPGlo: rat Dyrk1A kinase inhibitors, primary screen, biochemical, single point, plate reader. inhibition, % at 12.5 µM. ADP-Glo luminescence, NFATc1 peptide. 310,000 compounds, 0.43% hits; in the data active = inhibition above about 50%;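 note: plate controls were vehicle with enzyme for no effect and no enzyme for full effect; many of its hits are not listed in these tables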
KCNQ1 act: potentiators or activators of KCNQ1 channel, primary screen, cell-based, thallium flux, high-throughput; Potassium voltage-gated channel subfamily KQT member 1 (Homo sapiens), P51787; CHO-K1 KCNQ1, thallium flux FluxOR fluorescence; active compounds read high; B-score at 10 µM; 310,000 compounds, 0.35% hits;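 active = fluorescence ratio B-score, a plate-corrected score, at least three library SD, with initial intensity B-score within 5 SD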
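System: Stable KCNQ1 CHO-K1 line | Incubation: 90 min dye loading and 20 min compound exposure, both at room temperature | Measure: Ratio B score | Medium: Assay buffer for compound exposure, DMSO matched across wells | Compound dosing: Single-concentration screen | Probe or stimulus: K+/Tl+ depolarizing stimulus | Measured by: Kinetic FluxOR fluorescence, 10 s baseline plus 110 s post-stimulus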
KCNK9 block: KCNK9 potassium channel inhibitors, primary screen, HEK293 cells, thallium flux; Potassium channel subfamily K member 9 (Homo sapiens), Q9NPC2; FluxOR thallium flux fluorescence; active compounds read low; B-score at 10 µM; 310,000 compounds, 1.2% hits;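 active = ratio B-score over 3 SD below the library mean, with starting fluorescence within 5 SD of its mean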;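 note: negative B-score means less thallium flux so channel inhibition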
TMEM16A inh: TMEM16A chloride channel inhibitors, primary screen, cell-based, HTS; Anoctamin-1 (Mus musculus), Q8BHY3; HEK293 TMEM16A/YFP iodide influx fluorescence, ionomycin; normalized B-score (activity score, 25-100; higher = stronger inhibition) at 10 µM; 310,000 compounds, 1.2% hits;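 active = ratio plate-corrected score three or more library SD toward inhibition, starting fluorescence score within five deviations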;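 note: score derived from kinetic fluorescence span divided by baseline fluorescence per well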
Target sequence (Q8BHY3 whole entry, looked up): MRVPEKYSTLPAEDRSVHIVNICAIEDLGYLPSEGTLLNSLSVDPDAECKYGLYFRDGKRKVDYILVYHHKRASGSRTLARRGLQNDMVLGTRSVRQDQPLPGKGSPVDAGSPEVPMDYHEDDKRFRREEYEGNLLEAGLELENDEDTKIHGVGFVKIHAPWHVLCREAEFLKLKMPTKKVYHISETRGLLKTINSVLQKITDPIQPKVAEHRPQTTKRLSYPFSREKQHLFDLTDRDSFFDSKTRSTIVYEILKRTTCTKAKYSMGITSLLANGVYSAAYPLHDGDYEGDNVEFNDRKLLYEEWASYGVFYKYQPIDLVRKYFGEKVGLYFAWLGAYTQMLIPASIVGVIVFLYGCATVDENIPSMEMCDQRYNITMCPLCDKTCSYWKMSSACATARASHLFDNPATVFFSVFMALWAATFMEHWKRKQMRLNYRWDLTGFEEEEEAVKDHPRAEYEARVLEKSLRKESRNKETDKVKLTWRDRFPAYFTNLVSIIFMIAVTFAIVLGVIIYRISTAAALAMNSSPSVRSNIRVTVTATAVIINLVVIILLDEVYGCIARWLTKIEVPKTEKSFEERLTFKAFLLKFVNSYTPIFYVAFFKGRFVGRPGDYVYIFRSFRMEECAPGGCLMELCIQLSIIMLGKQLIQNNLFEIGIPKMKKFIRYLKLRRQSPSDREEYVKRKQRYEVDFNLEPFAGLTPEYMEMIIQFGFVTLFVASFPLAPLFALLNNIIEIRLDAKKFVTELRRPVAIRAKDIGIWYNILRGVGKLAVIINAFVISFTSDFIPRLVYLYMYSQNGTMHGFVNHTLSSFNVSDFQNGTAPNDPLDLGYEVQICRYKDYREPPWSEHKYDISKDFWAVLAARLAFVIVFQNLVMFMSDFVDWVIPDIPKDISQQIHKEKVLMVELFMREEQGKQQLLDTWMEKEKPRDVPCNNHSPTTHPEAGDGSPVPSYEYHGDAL
hERG rescue: hERG rescue from dofetilide block, primary screen, cell-based, CHO-hERG, FluxOR thallium flux, dofetilide IC70; dofetilide IC70 present; activation (rescue from dofetilide block), less the hit threshold, % at 10 µM; 310,000 compounds, 0.51% hits; AID 1511, 2009;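 active = activation above the mean of controls blocked by dofetilide plus 5 SD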;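 note: thallium influx through hERG after potassium depolarization seen as dye fluorescence rise; in these data hits start at about 4.7%; inactives centre near -7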
KCNK3 block: human KCNK3 channel inhibitors, primary screen, CHO cells, FluxOR thallium flux, B-score; FluxOR fluorescence; active compounds read low; AID 602410, 2012; Potassium channel subfamily K member 3 (Homo sapiens), O14649; B-score at 10 µM; 340,000 compounds, 0.84% hits;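 active = B-score under library mean minus 4 SD, starting fluorescence ratio at most library mean plus 5 SD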;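 note: more negative B-score means stronger inhibition of thallium flux through KCNK3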
TRPC4 PAM: positive allosteric modulators of TRPC4, primary screen, cell-based, mouse TRPC4beta, HEK293 mu-opioid, Fluo-4 calcium; Short transient receptor potential channel 4 (Mus musculus), Q9QUQ5; DAMGO EC20, Fluo-4 Ca2+ flux; active compounds read high; B-score at 10 µM; 310,000 compounds, 0.42% hits; AID 2227, 2009;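 active = B-score of calcium response area above 5 SD of library B-scores, with initial fluorescence ratio within 5 SD of library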;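 note: B-score of integrated fluorescence ratio over time as area under calcium response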
HDAC3 inh: HDAC3 deacetylase inhibitors, primary screen, biochemical, fluorescence, cell-free homogeneous. 320,000 compounds, 0.15% hits. inhibition, % at 8.3 µM. Histone deacetylase 3 (Homo sapiens), O15379. recombinant HDAC3, fluorogenic peptide/trypsin coupled. AID 2718, 2010; in the data active = inhibition above about 26%, passing the limit was not always enough; inconclusive = no clear call, values can overlap the other calls
TMEM16A act: TMEM16A chloride channel activators or potentiators, primary screen, cell-based, HTS. 340,000 compounds, 0.3% hits. B-score at 10 µM. HEK293 TMEM16A/YFP-H148Q/I152L, iodide quench fluorescence; active compounds read low. Anoctamin-1 (Mus musculus), Q8BHY3. AID 623877, 2012;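 active = fluorescence-ratio B-score plate-corrected deviation score at least 3 library SD below zero, with starting fluorescence score within 5 deviations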;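 note: channel opened by trigger with iodide after compound preincubation; score built on the fluorescence ratio of max minus min over baseline; more negative score means more quench and so TMEM16A activation or potentiation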
TRPC4 act: activators of mouse TRPC4 channel, primary screen, Fluo4 calcium, HEK293 TRPC4beta/mu-opioid cells; B-score at 10 µM; 310,000 compounds, 0.49% hits; Fluo4 calcium fluorescence; active compounds read high; AID 2237, 2010; Short transient receptor potential channel 4 (Mus musculus), Q9QUQ5;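 active = B-score above 5 SD of library B-scores, and initial fluorescence ratio not above library mean plus 5 SD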;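 note: positive B-score marks a calcium rise read as TRPC4 activation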
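System: HEK293 cells stably co-expressing mouse TRPC4beta and mu-opioid receptor; Schedule: Fluo4 dye loading 45 min at room temperature, 110 s recording; Detection: Fluo4 fluorescence, kinetic; Evaluation: B-scored integrated calcium fluorescence ratio; Controls: buffer (low) and maximal DAMGO (high).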
* = called active by the depositor; i = inactive; ? = inconclusive; / = no result given. This is a subset; rates above refer to the full screens.

SMILES | KCNQ1 inh | Dyrk1A ADPGlo | KCNQ1 act | KCNK9 block | TMEM16A inh | hERG rescue | KCNK3 block | TRPC4 PAM | HDAC3 inh | TMEM16A act | TRPC4 act
NC(=O)c1ccc(NC(=O)COC(=O)c2c3c(nc4ccccc24)/C(=C\c2cccs2)CCC3)cc1 | i | 2 | i | i | i | -13 | i | i | -23 | i | i
COC(=O)C1N[C@@H]([C@@H](NC(=O)COc2ccccc2)C(=O)Nc2ccc(OC)cc2)SC1(C)C (some centres undefined) | i | / | i | i | i | -7 | i | i | 0 | i | i
COc1ccc(C(=O)ON=C2c3ccccc3-c3ccccc32)cc1OC | i | -4 | i | i | i | -9 | i | i | -2 | i | i
COc1ccc2c(c1)C(=O)N1[C@H]3c4cc(Br)ccc4OC[C@@H]3[C@H](c3ccccc3)[C@]1(C)C(=O)N2 | / | 7 | / | / | i | / | i | / | 4 | i | /
O=C(c1cc([N+](=O)[O-])cc([N+](=O)[O-])c1)N1CCOCC1 | i | 4 | i | i | i | -7 | i | i | / | i | i
Cc1ccc(C(=O)Nc2ccccc2C(=O)NC(Cc2c[nH]c3ccccc23)C(=O)O)cc1 (centres undefined) | i | -4 | i | i | i | -7 | i | i | 1 | i | i
CCOc1ccc(/C=C2\SC(=O)N(c3ccc(O)cc3)C2=O)cc1OC | i | / | i | i | i | -11 | / | i | 2 | / | i
CCn1c(CC(=O)Nc2ccc(C)cc2)n[nH]c1=S | i | 0 | i | i | i | -7 | i | i | 2 | i | i
CCOC(=O)N/N=C\c1sccc1C | i | -3 | i | i | i | -9 | i | i | 5 | i | i
N#Cc1cc2c(cc1NC(=O)CCn1cnnn1)OCO2 | i | 4 | i | i | i | -6 | i | i | -2 | i | i
COc1cc(C(=S)N2CCCC2)cc(OC)c1OS(=O)(=O)c1ccc(NC(C)=O)cc1 | i | / | i | i | i | -11 | i | i | 1 | i | i
OC1CCN(CC(O)C(F)(F)F)CC1 (centres undefined) | i | -3 | i | i | i | -11 | i | i | 1 | i | i
O=C(O)CS/C(=C\c1ccc(F)cc1)c1nc2ccccc2s1 | i | / | i | i | i | -11 | / | i | 4 | / | i
C#CCN1C(=O)C(O)(CC(=O)/C=C/c2ccco2)c2ccccc21 (centres undefined) | i | -6 | i | i | i | -5 | i | i | 5 | i | i
O=C(CC(=O)N1CCN(c2ccccn2)CC1)Nc1ccc2nc3n(c(=O)c2c1)CCCCC3 | i | -1 | i | i | i | -10 | i | i | 3 | i | i
COc1cc([N+](=O)[O-])c2nccnc2c1 | i | 1 | i | i | i | -6 | i | i | 4 | i | i
COc1ccc(CCNC(=O)C2CCN(Cc3nc(-c4cccc(Cl)c4)oc3C)CC2)cc1OC | i | 2 | i | i | i | -10 | i | i | -5 | i | i
Cn1c(Cc2ccc3c(c2)OCO3)nnc1SCC(=O)NC(C)(C)C | i | 3 | i | i | i | -12 | i | i | 4 | i | i
COc1ccc(NC(=S)NCC(c2cccnc2)N2CCOCC2)cc1 (centres undefined) | i | -1 | i | i | i | -5 | i | i | 2 | i | i
COC(=O)CNC(=O)C1CCN(c2nc(C)cc(C)n2)CC1 | i | 0 | i | i | i | -5 | i | i | -4 | i | i
CCOc1ccc(C2CC(c3cccc(OC)c3)Nc3ncnn32)cc1 (centres undefined) | i | 18 | i | i | i | -6 | i | i | 3 | i | i
COc1ccc(N2CC(C(=O)Nc3nnc(SCc4cccnc4)s3)CC2=O)cc1 (centres undefined) | i | 7 | i | i | i | -11 | i | i | -7 | i | i
c1ccc(Nc2nc(NCc3ccco3)c3ccccc3n2)cc1 | i | 6 | i | i | 25* | -23 | i | i | -2 | i | i
NNC(=O)CC1NCCN(Cc2ccccc2)C1=O (centres undefined) | i | -1 | i | i | i | -3 | i | i | 0 | i | i
COc1cc(OC)c(OC)cc1/C=N/NC(=O)c1ccc2nc[nH]c2c1 | i | 7 | i | i | i | -11 | i | i | 13 | i | i
(continued)
SMILES | KCNQ1 inh | Dyrk1A ADPGlo | KCNQ1 act | KCNK9 block | TMEM16A inh | hERG rescue | KCNK3 block | TRPC4 PAM | HDAC3 inh | TMEM16A act | TRPC4 act
O=C(O)C1C2C=CC3(O2)C1C(=O)N1c2ccccc2C2OCCC2C13 (centres undefined) | i | -11 | i | i | i | -2 | i | i | -6 | i | i
Cc1ccc(NC(=O)C2=C(C(=O)O)CCCC2)cc1F | i | 0 | i | i | i | -4 | i | i | -6 | i | i
CCOc1ccc(NC2=NCCC(=O)N2Cc2cccs2)cc1 | i | -6 | i | i | i | -4 | i | i | 1 | i | i
CCOc1ccc(Cc2nc(N)nc(N)n2)cc1 | i | -3 | i | i | i | -15 | i | i | 9 | i | i
CN1C(=O)C(CC(=O)Nc2ccc(Cl)cc2)N(Cc2ccco2)C1=S (centres undefined) | i | 6 | i | i | i | -17 | i | i | 4 | i | i
CCCCc1cc(=O)oc2c(C)c(OCC(=O)N3CCCC3)ccc12 | i | 0 | i | i | i | -9 | i | i | -18 | i | i
Cc1cc2c3c(c1)C1(C(=O)N3C(C)(C)CC2C)C(C#N)=C(N)Oc2cc(O)ccc21 (centres undefined) | i | 2 | i | i | i | -17 | i | i | 6 | i | i
CC1=C(C(N)=O)C(c2cccs2)n2nc(-c3cccc(Cl)c3)nc2N1 (centres undefined) | i | 18 | i | i | i | -12 | i | i | -3 | i | i
O=C(CCn1c(=O)oc2ccccc21)N1CCN(C(c2ccccc2)c2ccccc2)CC1 | i | 0 | i | i | i | -10 | i | i | 0 | i | i
Cc1cccc(CS(=O)(=O)Cc2ccc(C(=O)NCCCN3CCOCC3)o2)c1 | i | -6 | i | i | i | -12 | i | i | 3 | i | i
CCOCc1cc(C)[nH]c(=O)c1C#N | i | -1 | i | i | i | -8 | i | i | -27 | i | i
Cc1nn(-c2ccccc2)c(Cl)c1CN(C(=O)CCl)c1ccc(Cl)cc1 | i | 6 | i | i | i | -8 | i | i | 3 | i | i
O=C(NC(Cc1ccccc1)C(=O)O)OCc1ccccc1 (centres undefined) | i | 27 | i | i | i | 0 | i | i | -5 | i | i
CCn1c(=O)c2c(nc3n2CCCN3c2cccc(C)c2)n(C)c1=O | i | / | i | i | i | -7 | i | i | ? | i | i
CCn1c(Cn2nnc(-c3ccccc3)n2)nnc1SCC(=O)Nc1ccc(N(C)C)cc1 | i | 28 | i | i | i | -1 | i | i | 0 | i | i
O=S(=O)(Cc1ccc(Cl)cc1)c1ncc(CO)n1Cc1ccccc1 | i | 3 | i | i | i | -17 | i | i | 1 | i | i
CC(=O)c1cccc(N(CC(=O)Nc2ccc(S(=O)(=O)N3CCOCC3)cc2)S(C)(=O)=O)c1 | i | 4 | i | i | i | -7 | i | i | 16 | i | i
CCOC(=O)c1c(C)n(-c2ccc(C)cc2)c2c(CC(C)=O)c(Br)c(OC)c(O)c12 | i | -5 | i | i | i | -8 | i | i | 6 | i | i
O=C(NN1C(=O)c2ccccc2NC1c1ccccn1)c1ccc([N+](=O)[O-])cc1 (centres undefined) | i | 3 | i | i | i | -10 | i | i | -1 | i | i
COc1ccccc1NS(=O)(=O)c1cccc(C(=O)NNC(=O)C(NC(N)=O)C(C)C)c1 (centres undefined) | i | 4 | i | i | i | -7 | i | i | -1 | i | i
Cc1[nH]nc(N2CCCCCC2)c1[N+](=O)[O-] | i | -3 | i | i | i | -10 | i | i | -5 | i | i
Cc1sc2ncnc(OCc3nnc(-c4cccs4)o3)c2c1C | i | 5 | i | i | i | -6 | i | i | 5 | i | i
O=S(=O)(Oc1ccccc1C(=S)N1CCOCC1)c1ccc(Cl)cc1 | i | 0 | i | i | i | -6 | i | i | -5 | i | i
O=C(CSc1nnc(-c2cccs2)o1)NCc1ccco1 | i | / | i | i | i | -12 | i | i | -6 | i | i
CC(OC(=O)CNC(=O)c1cccs1)C(=O)Nc1ccc(S(N)(=O)=O)cc1 (centres undefined) | i | -1 | i | i | i | -15 | i | i | -2 | i | i
Next records.
SMILES | KCNQ1 inh | Dyrk1A ADPGlo | KCNQ1 act | KCNK9 block | TMEM16A inh | hERG rescue | KCNK3 block | TRPC4 PAM | HDAC3 inh | TMEM16A act | TRPC4 act
CCCCCN(C(=O)CCC(=O)OCC(=O)N(C)Cc1ccc(C)cc1)c1c(N)n(CCCC)c(=O)[nH]c1=O | i | -2 | i | i | i | -4 | i | i | 7 | i | i
COC(=O)CN1C(=O)[C@H]2[C@@H](/C=C/c3ccccc3)N3C(=O)CN(CCO)C(=O)[C@@]3(Cc3ccccc3)[C@H]2C1=O | i | / | i | i | i | -2 | i | i | 8 | i | i
O=C(CNC(=O)c1ccc2c(c1)OCCO2)N=Nc1c(O)[nH]c2ccccc12 | i | -5 | i | i | i | -2 | i | i | 2 | i | i
Cn1c(=O)[nH]c(=O)c2c1nc(CN(Cc1ccccc1)Cc1ccccc1)n2CCN1CCOCC1 | i | 2 | i | i | i | -12 | i | i | -4 | i | i
CCCCc1ccc(NC=C2C(=O)OC3(CCCCC3)OC2=O)cc1 | i | -3 | i | i | i | -5 | i | i | 2 | -19* | i
Cc1ccc(OCC(=O)N2CCC(N3CC(C)CC(C)C3)CC2)cc1 (centres undefined) | i | 0 | i | i | i | -7 | i | i | 6 | i | i
O=c1c(CN2CCN(Cc3ccccc3)CC2)coc2ccc(Cl)cc12 | i | 1 | i | i | i | -8 | i | i | -7 | i | i
CCCCCCN1C=C/C(=C\C=C(C#N)C#N)c2ccccc21 | i | -3 | i | -7.2* | i | -12 | i | i | 0 | i | i
O=C(Nc1ccccc1Br)c1cc(=O)c2ccccc2o1 | i | -2 | i | i | i | -9 | i | i | -2 | i | i
